FLuc inh: Photinus pyralis luciferase inhibition | P08659 | purified P. pyralis luciferase, luminescence, biochemical | Potency, µM (top dose mostly 115 µM), for inactives: at the top dose activity change, negative = inhibition, most hits filed as inhibitors | 76,000 compounds, 2.5% hits | AID 1347043; note: potency is the fitted concentration of half-maximal effect; nearly all actives have a fitted effect of over 65% in size
Target sequence (P08659 whole entry, looked up): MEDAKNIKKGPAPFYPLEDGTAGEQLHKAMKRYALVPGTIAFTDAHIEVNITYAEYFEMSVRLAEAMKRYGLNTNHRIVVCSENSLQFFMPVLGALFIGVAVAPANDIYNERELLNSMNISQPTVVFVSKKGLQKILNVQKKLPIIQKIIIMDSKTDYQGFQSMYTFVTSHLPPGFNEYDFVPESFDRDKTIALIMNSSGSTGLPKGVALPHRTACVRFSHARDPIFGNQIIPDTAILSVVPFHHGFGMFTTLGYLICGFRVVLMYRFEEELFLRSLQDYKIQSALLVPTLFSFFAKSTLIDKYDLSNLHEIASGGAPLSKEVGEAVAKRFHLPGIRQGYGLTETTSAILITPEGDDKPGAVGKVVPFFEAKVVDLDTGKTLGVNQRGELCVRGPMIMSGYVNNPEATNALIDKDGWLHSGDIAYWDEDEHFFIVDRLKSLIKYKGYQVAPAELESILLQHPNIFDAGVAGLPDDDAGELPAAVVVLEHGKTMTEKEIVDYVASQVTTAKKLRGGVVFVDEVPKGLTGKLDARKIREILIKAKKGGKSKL
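Biochemical qHTS: compound (6-point titration) added to 10uM D-luciferin plus 10uM ATP in Tris acetate pH 7.5 buffer with Mg, Tween-20 and BSA, then purified enzyme at 10nM; light output imaged.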
HEK293 viab: counter-screen for SNCA expression inhibitors: cell viability. HEK-293-SNCA-luc viability, GF-AFC fluorescence, 24 h. Potency, µM (highest dose often 57.1 µM), inactives show top-dose activity change, negative = cytotoxicity, most hits filed as cytotoxic. 150,000 compounds, 0.12% hits. AID 1671193;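 note: potency is the fitted concentration of half-maximal effect; 0% = DMSO-treated cells and -100% = medium-only wells without cells; nearly all actives have a fitted effect of over 30% in size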
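HEK-293-SNCA-luc cells (1500/well) plated 24 h, then exposed 24 h to a dilution series; GF-AFC added 30 min at 37C, fluorescence 405/540 nm; normalised to medium-only and DMSO wells, Hill fit.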
NIH3T3 tox: NIH 3T3 cell cytotoxicity | NIH 3T3 viability, CellTiter-Glo ATP luminescence, 48-72 h | Potency, µM (highest dose often 96.7 µM), without a hit: at the highest dose activity change, negative = cytotoxicity, actives largely listed as inhibitors | 94,000 compounds, 4.3% hits | AID 1345082; note: potency is the fitted concentration of half-maximal effect; nearly all actives have a fitted effect of over 55% in size
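Viability of NIH 3T3 cells after 48 or 72 hr compound treatment at 37 °C was assessed by CellTiter-Glo, with luminescence imaged following a 10 min room-temperature step.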
GPT2 inhibitor: GPT2 alanine aminotransferase inhibition; Potency, µM (series often up to 57.7 µM), inactives show at the highest dose activity change, negative = inhibition, actives largely listed as inhibitors; Q8TD30; 100,000 compounds, 0.25% hits; AID 1671188; Recombinant GPT2, coupled pyruvate oxidase/HRP Amplex Red fluorescence; note: potency is the fitted concentration of half-maximal effect; nearly all actives have a fitted effect of over 60% in size; many of its hits are not listed in these tables
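Fluorescence of coupled pyruvate oxidase/HRP/Amplex Red system (50uM Amplex, 30 min, dark) reports pyruvate formed by GPT2. Enzyme reaction: 10ng/uL GPT2, 2mM L-alanine, 250uM a-KG, 30 min room temperature, pH 7.5; 50uM AOA control.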
IP6K1 inh: IP6K1 kinase inhibition. IP6K1 kinase, ADP-Glo luminescence, 2 h; active compounds read low. activity change, % (series mostly up to about 58 µM). Q92551. 140,000 compounds, 0.81% hits; in the data active = activity change below about -25%
Target sequence (Q92551 whole entry, looked up): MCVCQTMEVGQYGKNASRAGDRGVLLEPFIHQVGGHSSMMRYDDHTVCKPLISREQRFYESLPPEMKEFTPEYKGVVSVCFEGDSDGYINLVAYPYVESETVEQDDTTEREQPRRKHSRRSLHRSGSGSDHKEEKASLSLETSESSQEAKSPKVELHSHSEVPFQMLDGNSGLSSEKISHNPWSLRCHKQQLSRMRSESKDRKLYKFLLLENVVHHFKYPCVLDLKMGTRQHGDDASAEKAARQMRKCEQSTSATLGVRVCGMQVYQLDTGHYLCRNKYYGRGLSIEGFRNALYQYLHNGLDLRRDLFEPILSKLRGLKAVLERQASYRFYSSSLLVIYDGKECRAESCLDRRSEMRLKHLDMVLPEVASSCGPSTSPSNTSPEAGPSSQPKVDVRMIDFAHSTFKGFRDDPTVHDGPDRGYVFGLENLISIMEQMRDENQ
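ADP-Glo luminescence measures ADP made by human IP6K1 during a 2 h RT reaction with ATP/IP6 (mix at 1.3 mM/130 uM); top library doses 57.5 and 19.1 uM final.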
HEK293 tox: cytotoxic compounds in HEK 293 cells; AID 1345083; HEK 293 viability, ATP luminescence (CellTiter-Glo), 48-72 h; Potency, µM (titrated, usually from 115 µM), for the others: top-dose activity change, negative = cytotoxicity, hits mostly inhibitors; 94,000 compounds, 6.6% hits; note: potency is the fitted concentration of half-maximal effect; nearly all actives have a fitted effect of over 60% in size
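Luminescence from cellular ATP, measured with CellTiter-Glo, indicates HEK 293 viability. Cells plated at 250 cells/well are treated with compound for 48 or 72 hr at 37 degree Celsius before reagent addition.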
SNCA expr inh: reduces expression of the alpha-synuclein gene | HEK-293 SNCA-luciferase knock-in, luminescence, 24 h | Potency, µM (top dose mostly 57.2 µM), for inactives: top-dose activity change, negative = inhibition, actives largely listed as inhibitors | 140,000 compounds, 0.17% hits | AID 1671194;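 note: potency is the fitted concentration of half-maximal effect; plate controls were DMSO cells for no effect and cell-free wells for full effect; nearly all actives have a fitted effect of over 45% in size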
Starred values were filed as active, the others as inactive; i = inactive; ? = inconclusive; . = not tested or not shown; & = joins results of further samples; [ ] = dose if it differs, or a comment. Unless noted, calls come from the whole dose curve; as a rule, active = well fitted curve in the direction sought with a large enough effect; inconclusive = small, poorly fitted or top-dose-only effect, or another doubt; inactive = no such curve, though single readings can be large; an effect the other way counts as inactive or inconclusive. Unless noted, % is set by controls: 0 for no effect and ±100 for the full control effect.

SMILES | FLuc inh | HEK293 viab | NIH3T3 tox | GPT2 inhibitor | IP6K1 inh | HEK293 tox | SNCA expr inh
Cc1cc(C)cc(OCC(=O)N(Cc2ccc(C)o2)C2CCS(=O)(=O)C2)c1 (configuration not stated) | . | -16% | . | . | 8 | . | 13%
Cc1ccccc1CN1C[C@@H]2C(=O)N(Cc3ccc4c(c3)OCO4)C(=O)[C@@H]2C1 | -3% | ? | -27% | i | -3 | ? | ?
CNC(=O)c1cc(C)nc2onc(C3CCN(C(=O)c4ccncc4)C3)c12 (configuration not stated) | . | . | -18% | . | 0 | 4% | .
Cc1nn(C)cc1C(=O)N[C@@H]1CN(C2CCOCC2)C[C@H]1CN(C)C | -1% | 1% | -5% | i | 12 | i | -12%
Cc1ccc(C(=O)N2CCCC(c3nc(-c4ccccc4)no3)CCNC(=O)CC2)cn1 (configuration not stated) | 28µM* | 4% | 4% | -3% | 9 | ? | 97%[activator]
COc1ccc(N2CCN(c3ccc(-c4nc(-c5ccccc5)no4)cc3[N+](=O)[O-])CC2)cc1 | . | 2% | . | . | -8 | . | -11%
COc1ccc(CNC(=O)CC[C@H]2CNC(=O)[C@@H]3[C@@H](CCN3Cc3cccc(Cl)c3)N2C)cc1 | 12% | -4% | ? | i | -5 | ? | 13%
COCC(=O)N1CCCC(C(=O)N2CCC(OCc3ccccc3)CC2)C1 (configuration not stated) | 7% | 2% | -3% | -7% | -8 | -16% | -17%
COCC(=O)N(C1CCOCC1)C1CCN(C(=O)Cc2cccc(OC)c2)CC1 | 3% | 2% | -3% | i | -9 | 0% | -9%
COC(=O)c1c(NC(=O)CCCOc2cccc(C)c2)sc2c1CCC2 | . | -3% | . | . | -23 | . | -5%
Cc1ccc(C(=O)N2CCCCCCNC(=O)[C@@H]3CCCC[C@@H]32)cn1 | 6% | -6% | ? | i | 3 | -9% | -15%
Cc1c(Cl)cccc1NC(=O)Cn1ccn2nc3c(c2c1=O)CCCC3 | -1% | 6% | 0% | 4% | 25 | -8% | -24%
CCC1=Nc2cc(C(=O)NCCC(C)C)ccc2Sc2ccc(Br)cc21 | -5% | -10% | ? | ? | 2 | ? | -3%
O=c1[nH]c2ccc(NCc3ccc(-c4ccccc4)o3)cc2[nH]1 | . | 1% | . | . | 9 | . | 24%
O=C(c1ccc(CC2CCNCC2)cc1)N1CCCC1 | 2% | -6% | -1% | i | 10 | -3% | 67%[activator]
COc1cccc(-c2ncc[nH]2)c1 | . | 2%[87.6 µM] | -13%[174 µM] | i | 1 | i | -10%[87.6 µM]
Cc1ccc(Nc2cc(C(=O)NCCc3ccccc3)c3ccccc3n2)c(C)c1 | . | 6% | . | . | 22 | . | -7%
O=C(NC1CCCCC1)c1ccc2nnc(C3CCCC3)n2c1 | . | -10%[87.6 µM] | ? | ? | 7 | -14%[172 µM] | 0%[87.6 µM]
CCC(CO)N(Cc1ccc(C)s1)C(=O)c1cn(CCN)nn1 (configuration not stated) | -6% | 12% | -18% | 0% | 5 | 0% | -3%
O=C(NC1CCCC1)c1ccc2c(=O)n(Cc3ccccc3)c(SCc3ccc([N+](=O)[O-])cc3)nc2c1 | . | -3% | . | . | -4 | . | 56%[activator]

Full records as entered above:
Profile of COC(=O)c1c(NC(=O)CCCOc2cccc(C)c2)sc2c1CCC2 : FLuc inh: .; HEK293 viab: -3%; NIH3T3 tox: .; GPT2 inhibitor: .; IP6K1 inh: -23; HEK293 tox: .; SNCA expr inh: -5%
Profile of O=C(NC1CCCC1)c1ccc2c(=O)n(Cc3ccccc3)c(SCc3ccc([N+](=O)[O-])cc3)nc2c1 : FLuc inh: .; HEK293 viab: -3%; NIH3T3 tox: .; GPT2 inhibitor: .; IP6K1 inh: -4; HEK293 tox: .; SNCA expr inh: 56%[activator]

Additional compounds follow.
SMILES | FLuc inh | HEK293 viab | NIH3T3 tox | GPT2 inhibitor | IP6K1 inh | HEK293 tox | SNCA expr inh
Cc1ccc(CNC(=O)Cn2cccc2-c2nc(-c3ccccc3)no2)cc1 | 7% | 3% | 1% | 4% | -6 | -3% | 11%
CC(=O)Nc1ccc(S(=O)(=O)NCc2ccc3c(c2)CCN3C(C)=O)cc1 | . | 9% | . | . | 19 | . | 15%
CCCOc1ccc(-c2nonc2NC(=O)c2ccco2)cc1OCCC | . | 10% | . | . | -9 | . | ?
Cc1ccc(C(C)C)c(OCC(=O)Nc2c(C(=O)c3ccc(F)cc3)oc3ccccc23)c1 | . | 11% | . | . | -8 | . | -6%
COc1cc(OC)c(OC)cc1CN1CCC(C)(c2noc(C3CCOCC3)n2)CC1 | 0% | -3% | -1% | i | -5 | -13% | -1%
Cn1cc(C(NC(=O)c2cnc(N)nc2-c2ccccc2)C2CC(O)C2)cn1 (configuration not stated) | -2% | -16% | i | -9% | 5 | 2% | 4%
Cc1ccc(C)c(N2CCN(C(=O)NCc3noc4ccc(C)cc34)CC2)c1 | . | -5% | . | . | -17 | . | -10%
COc1cccc(-c2ncc3c(n2)OCCN(Cc2ccc(F)cc2F)C3=O)c1F | 16µM* | -6%[87.6 µM] | -17%[138 µM] | -11%[88.5 µM] | 11 | ? | 87%[activator][87.6 µM]
O=C(c1ccccc1Cl)N1CC2(Cc3ccccc3NC2=O)C1 | . | 4% | i | i | 6 | -8% | 1%
Cc1nnc(SCc2cc(=O)c3ccccc3[nH]2)s1 | . | 12% | . | . | -5 | . | -3%
Cn1nc2n(c1=O)CCN(C(=O)NC1CCCCC1)CC2 | -13% | 18% | -4% | i | -4 | -6% | 1%
CCn1cnnc1-c1nn(C)c2c1CN(C(=O)c1nn(C)c3ccccc13)CC2 | 1% | 6% | ? | i | -21 | ? | 32%[activator]
COc1ccccc1C(=O)N1CCC(C(=O)N2CCC(c3nc4ncccc4[nH]3)CC2)C1 (configuration not stated) | . | 4% | -5% | i | 8 | i | 6%
CCN1C[C@H]2COc3cc(OC)ccc3[C@H]2N(C(=O)COc2ccccc2)CCC1=O | . | . | ? | . | -14 | 2% | .
COc1ccc(CNC(=O)N2CCC(c3noc(-c4cnccn4)n3)C2)cc1 (configuration not stated) | -10% | -8% | -16% | 1% | -4 | -2% | -14%
c1ccc(C2(c3nc(C4CCOC4)no3)CCCCC2)cc1 (configuration not stated) | 9% | 9% | ? | -12% | 12 | ? | 0%
Cc1ccc(Cl)cc1N(C)C(=O)Cn1nc(Cc2cccnc2)c2ccccc2c1=O | . | -19% | . | . | 23 | . | -13%
CCN(Cc1ccncc1)C(=O)CCC1CCN(S(=O)(=O)c2ccccc2)CC1 | 1% | 2% | ? | i | 20 | ? | -7%
O=C(CC1CCCN(c2cn[nH]c(=O)c2)C1)NC1CCN(Cc2ccccc2)CC1 (configuration not stated) | -1% | -7% | -1% | i | 29 | 7% | 2%
Cc1nc(-c2cccc(F)c2)sc1CCNC(=O)Cc1ccc(F)cc1 | . | 0% | . | . | 20 | . | 12%
N#Cc1cccnc1-c1ccc(C(=O)N2CCC(NC(=O)Cc3ccc(F)cc3)CC2)cc1 | . | 3%[12.5 µM] | -13% | i | -6 | 2% | 7%
Cc1ccc(-c2nc3c(C)cccn3c2Nc2ccccc2C)s1 | . | -4% | . | . | -4 | . | -9%
Cc1ccc(NC(=O)C(=O)NCCc2sc(-c3ccc(Cl)cc3)nc2C)cc1C | . | 0% | . | . | -1 | . | 6%
Cc1ccc(Cl)cc1Nc1nn2c(=O)c3ccc(C(=O)NC(C)c4ccccc4)cc3nc2s1 (configuration not stated) | . | 7% | . | . | -3 | . | -2%
COCCNC(=O)C1CCN(Cc2ccccc2-c2cccnc2)CC1 | . | 1%[12.5 µM] | -1%[138 µM] | -3%[88.5 µM] | 4 | -17%[172 µM] | 5%[87.6 µM]
O=C(COCc1cc(-c2cccs2)on1)N1CCN(c2ccccc2)CC1 | . | 3% | . | . | -8 | . | 0%
c1ccc(-c2nnc3ccc(NCc4cccs4)nn23)nc1 | 1%[172 µM] | 9%[87.6 µM] | ? | -17%[88.5 µM] | -13 | ? | 21%[87.6 µM]
Cc1cccc(-n2cc(-c3ccccc3)c3c(NC(C)C)ncnc32)c1 | . | -4% | . | . | 27 | . | 34%[activator]
CCNC(=O)N1C[C@@H]2OCC(=O)N(CCOC)[C@@H]2C1 | -2%[230 µM] | 1%[87.6 µM] | i | 1%[88.5 µM] | -10 | i | -1%[87.6 µM]
O=S(=O)(c1ccccc1)N1CCC2(CC1)CC(OCC1CC1)CCO2 (configuration not stated) | -10% | 2%[12.5 µM] | -28% | i | -15 | -31% | -29%
Cc1cccc(Oc2nc3c(c(=O)n(C)c(=O)n3C)n2C)c1C | . | 6% | . | . | 13 | . | -1%
O=C(Nc1cc(F)ccc1F)C1CCN(C(=O)c2cnn(-c3ccccc3)c2-n2cccc2)CC1 | . | 5% | . | . | -10 | . | -23%
COc1ccc(-c2cn3cc(C(=O)NCc4cccnc4)nc3s2)cc1 | . | -13% | ? | 2% | -7 | ? | 27%
O=C(O)CNC(=O)C(CS)Cc1ccccc1 (configuration not stated) | . | 0% | . | i | . | . | -6%
CC1OC(O[C@H]2CC[C@@]3(C)C(CC[C@]4(C)C3CC=C3C5CC(C)(C)CC[C@]5(C(=O)OC5OC(CO)C(OC6OC(COC7OCC(O)C(O)C7O)C(O)C(O)C6O)C(O)C5O)CC[C@]34C)C2(C)C)C(O)C(O)C1OC1OCC(OC2OCC(O)C(O)C2O)C(O)C1O (some centres not stated) | . | -5%[12.5 µM] | . | i[11.5 µM] | 4 | . | .
CCOc1ccccc1NC(=O)Nc1nnc(N2CCCC(C)C2)s1 (configuration not stated) | . | 11% | . | . | -11 | . | ?
CNC(=O)[C@@H]1C[C@H](Oc2cccnc2)CN1S(=O)(=O)c1ccc2c(c1)CCC2 | 4% | 2% | -12% | 0% | 0 | -2% | 5%
CC(=O)NC1CCCN(c2ccc3nnc(C4CC4)n3n2)C1 (configuration not stated) | . | . | -21%[138 µM] | . | 3 | -11%[172 µM] | .
Cc1nc(-c2c3n(c(=O)n(CC(=O)Nc4ccc(Cl)cc4F)c2=O)CCCC3)no1 | 9% | -4% | -15% | i | 40 | 5% | 7%
CC(C)CCOc1ccc(C(=O)NCC2OCCc3ccccc32)cc1 (configuration not stated) | . | -2% | . | . | 25 | . | -4%
O=C(CSCc1ccccc1Cl)N1CCN(c2ccc(F)cc2)CC1 | . | 8% | . | . | 5 | . | 59%[activator]
Cn1nccc1CN1CCn2c(nnc2-c2cccnc2)C1 | -2%[172 µM] | -14%[87.6 µM] | -13%[138 µM] | -1%[88.5 µM] | 2&1 | -3%[172 µM] | 12%[87.6 µM]

Screens as filed in PubChem.
